Compound activity: PubChem BioAssay, Sanford-Burnham Center for Chemical Genomics
Rat MKP-3 inhibitors: inhibition of rat DUSP6 enzyme activity – biochemical, in vitro, primary screen (AID 425); recombinant MKP-3 phosphatase activity, fluorescence; higher % means a stronger effect; one-dose inhibition, % at 20 µM; IC50 in µM for titrated hits; 110,000 compounds, 0.17% hits; in the data active means inhibition above about 50%;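 further: plate controls were vehicle for no effect and reference inhibitor for full effect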
Hsp70 displacement: Hsp70 inhibitors, probe displacement, primary screen, biochemical, fluorescence polarization (AID 583) | Hsp70 fluorescence polarization probe displacement, mP; higher % means a stronger effect | 140,000 compounds, 0.06% hits | displacement, % at 20 µM, or IC50 in µM where a hit was titrated; in the data active means displacement above about 50%;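 further: plate controls were vehicle for no effect and reference ligand for full effect; a part of the inactive calls stands beside numbers as strong as those of hits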
An asterisk follows results filed as active; · = not tested or not shown. A portion of the library, so the mix of outcomes need not match the whole.

SMILES	Rat MKP-3 inhibitors	Hsp70 displacement
O=C(Nc1ccc([N+](=O)[O-])cc1)/C(=C\c1ccc(Br)cc1)NC(=O)c1ccco1	5%	1.3%
COc1ccc(C2NC(=O)NC(C)=C2C(=O)Nc2ccccc2C)cc1OC (stereo not drawn)	0%	4.9%
CCN(CC)C(=O)c1ccc(S(=O)(=O)N2CCC(c3nc4ccccc4s3)CC2)cc1	·	13%
O=C1NC(=S)N(c2ccc(Cl)cc2)C(=O)/C1=C/c1ccc(-c2ccc(C(=O)O)cc2)o1	1%	-0.8%
Cc1noc(/C=C/N(C)C)c1S(=O)(=O)N1CCCC(C(=O)Nc2ccc3c(c2)OCO3)C1 (stereo not drawn)	-5%	-0.7%
O=S(=O)(c1ccc2c(c1)OCCO2)N1CCN(c2cccc(Cl)c2)CC1	-1%	3.1%
O=C(O)C1CC1c1ccc(Br)cc1 (stereo not drawn)	-6%	1.0%
Cc1cc(C)c(S(=O)(=O)N2CCCCC2)c(C)c1-n1ncnn1	-15%	-3.1%
O=C(Nc1ccc(OC(F)(F)F)cc1)c1ccccc1Br	3%	-5.5%
COc1cc(/C=C2/SC(=S)N(CCC(=O)NC34CC5CC(CC(C5)C3)C4)C2=O)cc(OC)c1OC	-3%	-9.0%
O=C(COC(=O)c1ccccc1Nc1ccccc1)NCc1ccco1	-10%	21%
CCC(Sc1nc2c(cnn2-c2ccccc2)c(=O)[nH]1)C(=O)OC (stereo not drawn)	-2%	-3.3%
Cc1ccc(NC(=O)CC2CCCCC2)cc1	-1%	4.5%
CCc1ccccc1NS(=O)(=O)c1ccc2[nH]cc(C(=O)NCc3ccco3)c(=O)c2c1	4%	-1.9%
Cc1onc(-c2c(Cl)cccc2Cl)c1C(=O)Nc1nncs1	5%	4.1%
O=C(CN1CCN(S(=O)(=O)c2ccc(Br)cc2)CC1)Nc1ccc2c(c1)OCO2	0%	1.9%
CCC(C)Nc1nc(-c2cccc(OC)c2O)nc2ccccc12 (stereo not drawn)	-5%	6.8%
CC(C)(C)SCCNC(=O)COc1ccc(Cl)cc1	-2%	-0.6%
O=C(C1Cc2ccccc2CN1S(=O)(=O)c1ccc(F)cc1)N1CCCCC1 (stereo not drawn)	-4%	3.4%
CCOC(=O)c1sc(C(=O)OCC)c(OCCO)c1OCCO	-4%	0.4%
COc1ccc(N2C(=O)NC(=O)/C(=C/c3cc4c(cc3Br)OCO4)C2=O)cc1	1%	2.3%
COc1ccc(-c2nnc3ccc(SCC(=O)N4CCCCC4)nn23)cc1OC	-4%	-1.9%
Cc1nc(C)c(/C(O)=C/c2nc3ccccc3oc2=O)s1	3%	-2.3%
C=CCNC(=S)N1CCN(CCNC2=CC(=O)CC(C)(C)C2)CC1	2%	-4.3%
Cc1ccc(C)n1NC(=O)c1ccc(Cl)cc1	·	4.1%
Cc1nc(SCc2nc3ccccc3[nH]2)c2oc3ccccc3c2n1	-6%	6.1%
COc1ccc(S(=O)(=O)N(CC(=O)N2CCCC2)Cc2ccccc2)cc1OC	1%	21%
O=C(/C=C/NCc1ccccc1)c1ccc(Cl)cc1	0%	2.8%
O=C(NCCc1ccc(Cl)cc1)C1CCC(=O)N1Cc1ccccc1Cl (stereo not drawn)	·	1.0%
Cc1ccc(C(=O)N/C(=C\c2ccc(Cl)cc2)C(=O)NCCCN2CCOCC2)cc1	4%	-1.2%
Cc1cc(C(=O)N(C)Cc2ccc(Br)cc2)no1	-1%	-7.2%
Cc1cc(N2C(=O)c3ccc(Oc4ccc([N+](=O)[O-])cc4)cc3C2=O)no1	1%	-0.8%
O=C(COc1cccc(NC(=O)c2ccco2)c1)c1ccc(F)cc1	-3%	9.7%
CCCCOC(=O)c1cccc(C(=O)O)n1	2%	-1.6%
COc1ccc(C(=O)Nc2ccccc2)cc1NC(=O)COc1ccc(F)cc1	-1%	-3.0%
COCCCNc1oc(-c2ccccc2OC)nc1C#N	0%	-4.7%
Cn1c(SCC(=O)c2ccccc2)nnc1-c1cnccn1	-9%	7.4%
O=C(O)c1ccccc1-c1ccccc1C(=O)NCCc1ccccc1	0%	-0.4%
CC1(C)CC(=O)C2=C(C1)NC(=O)CC2c1ccccc1F (stereo not drawn)	-3%	8.2%
Cc1ccc(CCN2CC(C(=O)NCCCN(C)Cc3ccccc3)CC2=O)cc1 (stereo not drawn)	-16%	3.1%
CN(C)CC(=O)N1c2ccccc2CCc2ccc(NC(=O)c3ccccc3)cc21	5%	-3.3%
CCN1C(=O)/C(=c2\o/c(=C3\C=Cc4ccccc4N3CC)c(=O)n2CC)SC1=S	-4%	-6.3%
COc1ccccc1C(=O)Nc1ccc2c(c1)nc(CN1CCN(C(C)=O)CC1)n2C	-4%	10%
O=C(c1ccccc1F)N1CCN(Cc2ccc(Cl)cc2)CC1	1%	-4.4%
CC(=O)Nc1sc2c(c1C(c1ccc(Cl)cc1)N1CCOCC1)CCCC2 (stereo not drawn)	·	-1.5%
CCCN1C(=O)c2ccccc2NC1c1ccc(-c2ccccc2[N+](=O)[O-])o1 (stereo not drawn)	-1%	6.2%
CC(/C=C(/C#N)C(=O)Nc1ccc(Cl)cc1)=C\c1ccccc1	4%	-10%
CCCCOCP(=O)(c1ccccc1)c1ccccc1	3%	0.2%
O=C1C2C3C=CC(C3=C3CCCCC3)C2C(=O)N1Cc1ccccc1 (stereo not drawn)	-4%	4.4%
CCOc1ccc2nc(SCC(=O)OC)[nH]c2c1	-1%	5.5%
Cc1ccc(NC(=O)CS(=O)CC(=O)N(CC(=O)NC2CCCC2)c2cccc(C)c2C)cc1 (stereo not drawn)	1%	5.5%
Cc1cc(SCC(=O)N2CCC(c3noc4ccc(F)cc34)CC2)nc2ccccc12	-2%	·
CN(C)c1nc(N(C)C)nc(N2CCCCC2)n1	·	-9.1%
Cc1cccc(-c2nc(CN3CCCC(C(=O)NC4CCCCCC4)C3)c(C)o2)c1 (stereo not drawn)	-4%	-2.9%
Cc1oc(-c2ccccc2F)nc1CN1CCC(C(=O)NC2CC2)CC1	3%	24%
CCOC(=O)c1ccc(NC(=O)CSc2nnnn2CCCO)cc1	-1%	-1.7%
COc1ccc(C2Nc3cccc4cccc(c34)N2)cc1Br	8%	4.8%
O=C(Cc1cn2ccsc2n1)Nc1ccccn1	0%	-2.8%
Cn1c(SCc2c(F)cccc2Cl)nnc1-c1cccs1	-10%	7.2%
O=C(Nc1ccc2c(c1)oc1ccccc12)c1cccc(C(F)(F)F)c1	3%	-0.4%

An excerpt from above in order of count of non-hydrogen atoms, largest number first:
SMILES	Rat MKP-3 inhibitors	Hsp70 displacement
Cc1ccc(NC(=O)CS(=O)CC(=O)N(CC(=O)NC2CCCC2)c2cccc(C)c2C)cc1 (stereo not drawn)	1%	5.5%
Cc1cc(SCC(=O)N2CCC(c3noc4ccc(F)cc34)CC2)nc2ccccc12	-2%	·
CN(C)CC(=O)N1c2ccccc2CCc2ccc(NC(=O)c3ccccc3)cc21	5%	-3.3%
CCN1C(=O)/C(=c2\o/c(=C3\C=Cc4ccccc4N3CC)c(=O)n2CC)SC1=S	-4%	-6.3%
CCCN1C(=O)c2ccccc2NC1c1ccc(-c2ccccc2[N+](=O)[O-])o1 (stereo not drawn)	-1%	6.2%
CC(=O)Nc1sc2c(c1C(c1ccc(Cl)cc1)N1CCOCC1)CCCC2 (stereo not drawn)	·	-1.5%
Cc1oc(-c2ccccc2F)nc1CN1CCC(C(=O)NC2CC2)CC1	3%	24%
O=C1C2C3C=CC(C3=C3CCCCC3)C2C(=O)N1Cc1ccccc1 (stereo not drawn)	-4%	4.4%
CC(/C=C(/C#N)C(=O)Nc1ccc(Cl)cc1)=C\c1ccccc1	4%	-10%
COc1ccc(C2Nc3cccc4cccc(c34)N2)cc1Br	8%	4.8%
Cn1c(SCc2c(F)cccc2Cl)nnc1-c1cccs1	-10%	7.2%
CCCCOCP(=O)(c1ccccc1)c1ccccc1	3%	0.2%
CN(C)c1nc(N(C)C)nc(N2CCCCC2)n1	·	-9.1%

(further entries)
SMILES	Rat MKP-3 inhibitors	Hsp70 displacement
Cc1cc(C)nc(NS(=O)(=O)c2ccc(Br)cc2)n1	-2%	-0.1%
CCN(CC)C(=O)C(C)OC(=O)c1ccc(O)cc1 (stereo not drawn)	-4%	·
OCCNCCCOc1cc(Cl)ccc1Cl	3%	-2.1%
Cn1c(CCNC(=O)c2ccco2)nc2cc(NS(=O)(=O)c3ccccc3)ccc21	-10%	-2.9%
CC(C)Sc1nnc(-c2c[nH]c3ccccc23)n1C	6%	4.3%
COC(=O)c1c(O)c2ccccc2[nH]c1=O	·	3.8%
COC(=O)C1=C(C(=O)OC)C2(OC1c1cccc(F)c1)C(=O)c1ccccc1C2=O (stereo not drawn)	0%	-0.2%
O=C(CCCN1C(=O)/C(=C\c2cccs2)SC1=S)NC12CC3CC(CC(C3)C1)C2	0%	-3.6%
CN(CCNC(=O)c1cccc(N2CCCC2=O)c1)Cc1ccccc1	8%	·
COc1cc(N2CCCC2)c(OC)cc1/C=C(/C#N)c1cccc(Br)c1	·	-11%
CCOc1ccc(C2C=C(c3ccccc3)Nc3ncnn32)cc1 (stereo not drawn)	-6%	11%
CC(C)C(C(=O)NCC1CCCO1)N(Cc1ccco1)C(=O)CNS(=O)(=O)c1ccc(F)cc1 (stereo not drawn)	-5%	5.2%
Cc1ccc(-c2nn(CCC(=O)NCC3CCCO3)c(=O)c3ccccc23)cc1 (stereo not drawn)	-7%	0.4%
Cc1ccccc1C1NS(=O)(=O)N=C1N (stereo not drawn)	·	-2.1%
COc1ccc(/C=N/Nc2nc(-c3ccc(C)cc3)nc3ccccc23)c(OC)c1	0%	1.1%
O=C1c2cccc3cccc(c23)C(=O)N1CCN1CCN(S(=O)(=O)c2ccc(I)cc2)CC1	3%	-0.4%
COC(=O)c1ccccc1NS(=O)(=O)c1ccc(NC(C)=O)cc1	-4%	-1.7%
COC(=O)c1cc2nc(-c3ccccc3)cc(C)n2n1	-17%	3.7%
COc1cc(OC)c(C2NC(=S)NC(C)=C2C(=O)Nc2ccc(Cl)cc2)cc1OC (stereo not drawn)	-7%	3.0%
O=c1oc(-c2cccs2)nc2scc(-c3cccs3)c12	-18%	2.8%
C=CCn1c(N)nc2ccccc21	1%	4.2%
COc1ccccc1C(=O)Nc1ccc(S(=O)(=O)N2CCOCC2)cc1	6%	3.1%
Cc1ccc(-n2nc(C)c3c2OC(N)=C(C#N)C3c2ccco2)cc1 (stereo not drawn)	-2%	-2.8%
COc1ccc(-n2nnnc2SCC(=O)c2cc3ccccc3o2)cc1	-8%	-7.5%
CCOC(=O)c1cccc(NC(=O)c2c(OC)cccc2OC)c1	7%	-3.6%
COc1ccc(CNC(=O)C(NS(=O)(=O)c2ccc3c(c2)CCCN3C(C)=O)C(C)C)cc1 (stereo not drawn)	-6%	-7.0%
COc1ccc(C(=O)N2CCN(S(=O)(=O)c3ccccc3)CC2)c(OC)c1	-10%	-0.5%
O=c1ccc([N+](=O)[O-])ccc1NCc1ccccc1	1%	-6.2%
Cc1noc(/C=C/N(C)C)c1S(=O)(=O)N1CCCC(C(=O)NCc2ccc(Cl)cc2)C1 (stereo not drawn)	5%	-1.5%
O=C(OC1CCS(=O)(=O)c2sccc21)c1ccccc1 (stereo not drawn)	·	5.0%
O=c1nc2n(c3sc4c(c13)CCC4)Cc1ccccc1-2	-7%	2.2%
O=C(O)c1ccc2c(c1)N(Cc1ccccc1)C(=O)c1ccccc1S2=O (stereo not drawn)	-4%	·
CC1(C)CC(=O)C2=C(C1)OC1=C(C(=O)CC(C)(C)C1)C2c1ccc(-c2ccccc2Cl)o1	0%	2.6%
CC(=O)c1ccc(NC(=O)CSc2nc(C)cc(C)n2)cc1	0%	0.8%
COc1ccc(NC(=O)C2CC2)cc1-n1cnnn1	-23%	-0.3%
CCOc1cc(/C=C2\SC(=S)N(c3ccccc3)C2=O)ccc1OC(=O)c1cccc([N+](=O)[O-])c1	1%	-1.8%
O=C(NC1CCCC1)C1CCCN1C(=O)Nc1ccccc1 (stereo not drawn)	-2%	-3.5%
COc1ccc(CN2CCn3ncc(C(=O)Nc4cc(C)cc(C)c4)c3C2=O)cc1	·	7.6%
Cc1cc(C(C#N)c2cccc(Cl)c2)n2ncnc2n1 (stereo not drawn)	·	-0.6%
O=C(COc1ccc(Br)cc1)Nc1ccc(N2CCOCC2)cc1	4%	0.0%
CCCCC(=O)Nc1ccc(C(=O)Nc2ccc(S(=O)(=O)N3CCCC3)cc2)cc1	-4%	3.1%
CC(C)Oc1cc2oc(=O)cc(-c3ccccc3)c2cc1Cl	4%	3.2%
O=C1c2ccccc2C(=O)N1Cc1nc(-c2ccccn2)no1	-6%	5.5%
O=C(CCC1CCCCC1)Nc1c2c(nn1-c1ccc(F)cc1)CS(=O)C2 (stereo not drawn)	8%	6.3%
CCOCCCn1c(C)nc2c(c1=O)c1nc3ccccc3nc1n2CCC1=CCCCC1	-14%	3.9%
Cc1cc([N+](=O)[O-])cc2c1NC(=O)C2=O	80%*	3.7%
CCN(CC)CCn1c(=N)n(CC(=O)c2ccc(C)cc2)c2ccccc21	-1%	-2.8%
CCCCOC(=O)c1ccc(NC(=O)Nc2ccccc2)cc1	-1%	1.9%
CCOC(=O)C1CCN(C(=O)COc2ccc(Cl)cc2Cl)CC1	4%	4.7%
c1ccc2c3c([nH]c2c1)-c1[nH]ncc1CC3	8%	4.0%
O=C(Cn1ncc2c(=O)oc3ccccc3c21)NCC1CCCO1 (stereo not drawn)	-6%	1.5%

Some of the entries above in a different format.
compound,Rat MKP-3 inhibitors,Hsp70 displacement
CCCCC(=O)Nc1ccc(C(=O)Nc2ccc(S(=O)(=O)N3CCCC3)cc2)cc1,-4%,3.1%
CC(C)Oc1cc2oc(=O)cc(-c3ccccc3)c2cc1Cl,4%,3.2%
